mcGAS inh = mouse cGAS inhibition by luminescence; AID 1259399; recombinant cGAS, Kinase-Glo ATP depletion luminescence; 0.15% of 160,000 active; inhibition, % at 12.5 µM;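 further: 0% = negative control wells and 100% = reference inhibitor with no enzyme activity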
NPYLR7 agonist = activates Aedes aegypti NPYLR7 receptor; HEK293T NPYLR7/Galpha15, GCaMP6s calcium fluorescence; activation, % at 10 µM; 0.15% of 270,000 active; AID 1259423; in the data active means activation above about 40%;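 further: 0% = vehicle and 100% = reference agonist at the receptor; some compounds past the cut are filed as inactive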
hcGAS lum = human cGAS inhibition | 0.081% of 290,000 active | inhibition, % at 12.5 µM | Q8N884 | recombinant h-cGAS, ATP depletion, Kinase-Glo luminescence | AID 1259398;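 further: 0% = vehicle reaction and 100% = reaction without DNA for no activity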
Target sequence (Q8N884 whole entry, looked up): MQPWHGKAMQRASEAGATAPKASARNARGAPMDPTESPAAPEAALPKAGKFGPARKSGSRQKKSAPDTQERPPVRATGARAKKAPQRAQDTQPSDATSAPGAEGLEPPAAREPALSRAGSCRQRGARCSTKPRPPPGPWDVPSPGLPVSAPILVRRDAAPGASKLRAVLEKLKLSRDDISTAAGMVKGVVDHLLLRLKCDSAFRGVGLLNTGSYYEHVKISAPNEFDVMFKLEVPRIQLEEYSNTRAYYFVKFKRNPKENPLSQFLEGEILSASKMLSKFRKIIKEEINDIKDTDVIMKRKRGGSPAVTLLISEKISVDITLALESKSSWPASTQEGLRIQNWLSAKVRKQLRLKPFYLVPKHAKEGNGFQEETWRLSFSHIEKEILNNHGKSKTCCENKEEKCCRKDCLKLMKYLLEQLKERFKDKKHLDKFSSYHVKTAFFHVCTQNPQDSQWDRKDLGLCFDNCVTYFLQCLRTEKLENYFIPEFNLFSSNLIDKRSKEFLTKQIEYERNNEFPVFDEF
Active calls of the source: *; . = not tested or not shown; & = joins results of further samples. Unless noted, no stated cut-off is given here; in the data, active means inhibition above about 40%; inactive means the rest.

1: O=C(Cn1c(C2CC2)nc2ccccc21)NCCCOC1CCOC1 (stereo not given)
2: CCOC(=O)c1nc2ccccc2nc1N1CCCN(S(=O)(=O)c2c(C)cc(C)cc2C)CC1
3: CC(=O)Oc1c(C)cc(CN2CCCC2c2c(C)noc2C)cc1C (stereo not given)
4: Cc1cc(NC(=O)c2ccc(S(=O)(=O)N(C)C)cc2)n(-c2nc3ccccc3s2)n1
5: O=C(NCc1ccccc1C(F)(F)F)C1CCC(=O)N(CCCc2ccccc2)C1 (stereo not given)
6: CCCN1CCC2(CC1)CN(C)CC2c1noc(C2CC2)n1 (stereo not given)
7: Cc1nc(CSc2ccc(C(=O)NNC(=O)c3ccc4c(c3)OCCO4)cc2)cs1
8: Cc1ccc2oc(CN(Cc3ccccc3Cl)C(=O)C(C)Oc3ccccc3)nc2c1 (stereo not given)
9: Cc1cccc(-c2ccc(NC(=O)C3CCN(C(=O)c4ccc(F)cc4)CC3)cc2)c1
10: Cc1noc(C)c1CSCC(=O)OC(C)C(=O)N1CCNC1=O (stereo not given)

compound no. | 1 | 2 | 3 | 4 | 5 | 6 | 7 | 8 | 9 | 10
mcGAS inh | . | -4.5 | . | -15.3 | . | -4.3 | -8.2 | -6.4 | -4.1 | .
NPYLR7 agonist | 9.8 | 4.0 | 1.1 | -8.1 | -2.4 | . | -1.1 | 3.5 | -2.3 | 8.7
hcGAS lum | -8.4 | -3.0 | -3.3 | -6.4 | -9.0 | -8.0 | -4.4 | -6.4 | -2.6 | -3.7

Whole records as entered above.
CCOC(=O)c1nc2ccccc2nc1N1CCCN(S(=O)(=O)c2c(C)cc(C)cc2C)CC1 is listed as mcGAS inh: -4.5; NPYLR7 agonist: 4.0; hcGAS lum: -3.0
Cc1cc(NC(=O)c2ccc(S(=O)(=O)N(C)C)cc2)n(-c2nc3ccccc3s2)n1 is listed as mcGAS inh: -15.3; NPYLR7 agonist: -8.1; hcGAS lum: -6.4

Other compounds
11: CC1=NNC(=O)C1CCNc1cc(C)nc2nc(C(F)(F)F)nn12 (stereo not given)
12: COCCCN(Cc1ccc(C(O)(c2ccccc2)c2ccccc2)o1)Cc1ccccc1F
13: CN(Cc1ccccc1)C(=O)C1CCC(c2ccc(F)cc2)N(C(=O)c2ccccc2)C1 (stereo not given)
14: CCNC(=O)N1CCSC12C(=O)N(Cc1cccc(C#N)c1)c1ccc(F)cc12 (stereo not given)
15: Cc1[nH]c2ccccc2c1C(=O)CN1C(=O)NC2(CCCCCCC2)C1=O
16: CC(=O)c1ccc(-c2cnc3c(NC=O)cc(-c4ccccc4N(C)C)cn23)cc1
17: O=S(=O)(c1ccccc1)c1cnc2cc3c(cc2c1N1CCOCC1)OCCO3
18: CCOCCn1ncc(N2CCOC(CCN)C2)cc1=O (stereo not given)
19: Cc1cc(C)c(NC(=O)CNc2cc(=O)n3ccccc3n2)c(C)c1
20: Cc1nnc(N2CCCC(C(N)=O)C2)s1 (stereo not given)

compound no. | 11 | 12 | 13 | 14 | 15 | 16 | 17 | 18 | 19 | 20
mcGAS inh | . | . | -4.6 | -6.1 | . | -5.5 | -1.6 | . | . | .
NPYLR7 agonist | -10.9 | -3.6 | . | 5.2 | -2.9 | 38.1 | 6.8 | 0.6 | -13.9 | -3.0
hcGAS lum | 0.8 | 5.7 | -3.4 | -8.1 | -3.9 | -2.1 | 2.7 | -8.0 | 15.3 | -8.7

21: CCOc1nc(-c2ccc(Cl)c(Cl)c2)n(-c2cccc(NC(=O)c3ccc(OC)cc3)c2)n1
22: Cc1ccc(NC(=O)COc2cc(C)c(C)nn2)cc1
23: N#CC1C(=N)Oc2n[nH]c(-c3ccc4c(c3)OCO4)c2C1c1ccc2c(c1)OCO2 (stereo not given)
24: O=C1CC2(CCCCCC2)C(=O)N1c1ccccc1Cl
25: O=C(CC(C(=O)NC1CCc2[nH]c3ccccc3c2C1)C1CCCCC1)NC1CCc2[nH]c3ccccc3c2C1 (stereo not given)
26: CCC(=O)Nc1cccc(C(=O)N(CC)CC2CCOCC2)c1
27: OCC1COc2ccccc2O1 (stereo not given)
28: CCn1c(C)ccc(C(=O)N2CC(c3ccncc3)C2)c1=O
29: CC1(CCc2ccccc2)NC(=O)N(CCOc2cccc(Cl)c2)C1=O (stereo not given)
30: COc1ccccc1C1CN(CCNC(=O)CCn2c(=O)[nH]c3ccccc32)Cc2ccccc2O1 (stereo not given)

compound no. | 21 | 22 | 23 | 24 | 25 | 26 | 27 | 28 | 29 | 30
mcGAS inh | -5.6 | . | . | . | -3.5 | -12.4 | -1.1 | -14.5 | . | -12.6
NPYLR7 agonist | 7.0 | -2.4 | 9.6 | 9.1 | -7.3 | -6.0 | -0.1 | 2.6 | -0.4 | 17.6
hcGAS lum | -13.0 | 5.0 | -13.6 | -6.5 | -5.3 | -4.1 | 1.2 | -0.4 | -5.9 | -6.8

31: CN(Cc1cc(C(C)(C)C)n[nH]1)C(=O)Cc1ccc2c(c1)NC(=O)CO2
32: CCCc1cc(C(=O)OCC)nn1C1CCN(C(=O)c2ccc(Cl)nc2)CC1
33: O=C(N[C@H](Cc1ccccc1)C(=O)N1CCC(C(=O)N2CCCCC2)CC1)C1CCN(c2nccc(C(F)(F)F)n2)CC1
34: CCC(NC(=O)c1cccnc1Nc1ccc(OC)cc1)C12CC3CC(CC(O)(C3)C1)C2 (stereo not given)
35: CC(NC(=O)Nc1ccc(C(=O)NC(C)(C)C)cc1)c1nccs1 (stereo not given)
36: O=S(=O)(c1ccccc1Cl)N1CCN(Cc2ccccn2)CC1
37: CCC(=O)N1CCN(c2cc(Cl)nc(SCC(=O)N3CCC(Cc4ccccc4)CC3)n2)CC1
38: CC(c1cccnc1)N(C(=O)Nc1ccccc1C(C)(C)C)C1CC1 (stereo not given)
39: O=C(NCCN1CCOCC1)c1csc(COc2cccc(C(F)(F)F)c2)n1
40: O=C(Nc1ccc(Nc2cc(-n3ccnc3)ncn2)cc1)c1cccc(C(F)(F)F)c1

compound no. | 31 | 32 | 33 | 34 | 35 | 36 | 37 | 38 | 39 | 40
mcGAS inh | . | -1.8 | -5.7 | -4.9 | 0.0 | -2.6 | -0.2 | -6.9 | -4.5 | -8.5
NPYLR7 agonist | -8.5 | 23.2 | -2.9 | -5.8 | -5.0 | -0.1 | -9.7 | 2.0 | 5.1 | -12.8
hcGAS lum | -6.6 | -3.8 | -4.0 | -2.6 | -1.3 | -7.1 | -0.2 | -18.1 | -1.1 | -2.5

41: Cc1nc(C(=O)NCCC2=CCCCC2)cs1
42: CC(C(=O)O)c1ccc(C(=O)c2ccccc2)s1 (stereo not given)
43: CC(=O)c1cc(C(C)=O)c(O)cc1O
44: CNCC(=O)N(Cc1ccccc1)Cc1cccc(C)n1
45: CC(C)c1cc(N(C)C(=O)COc2ccccc2C(C)(C)C)n[nH]1
46: Cc1ccc(C)c(NC(=O)CSc2nc(=O)n3cc(C)ccc3n2)c1
47: CC(C#N)(Cc1ccccc1)Nc1ccccc1 (stereo not given)
48: O=C1C2CN3CCN(C2)CC1(Cc1ccccc1)C3
49: C=CCn1c(SCc2cscn2)nnc1C1CCS(=O)(=O)C1 (stereo not given)
50: Clc1cccc(Oc2cc(Cl)ncn2)c1

compound no. | 41 | 42 | 43 | 44 | 45 | 46 | 47 | 48 | 49 | 50
mcGAS inh | -4.5 | . | . | -14.2 | . | -9.2 | . | . | . | .
NPYLR7 agonist | 6.8 | -3.1 | 5.1 | -0.1 | -0.7 | 4.3 | 7.6 | -7.2 | 1.6 | 14.9
hcGAS lum | -5.3 | -15.1 | -0.9 | -7.4 | -8.9 | -10.0 | -1.4 | -6.4 | -5.0 | -1.8

51: O=C(NCc1ccc(F)c(F)c1)c1ccc(-c2cc(-c3ccc(Cl)cc3)[nH]n2)cc1
52: CN(C)c1ccc(C=C2SC(=S)N(c3cccc(O)c3)C2=O)cc1
53: O=C(Nc1c2c(nn1-c1ccccc1)CS(=O)C2)C12CC3CC(CC(C3)C1)C2 (stereo not given)
54: CN(Cc1ccc(-c2ccc(Cl)cc2)o1)C(=O)CCl
55: c1cc(CN2CCC3(CCOCC3)CC2)ccn1
56: CCOC(=O)Cn1c(O)c(N=NC(=O)CNC(=O)c2ccc3c(c2)OCO3)c2ccccc21
57: CC(C)NC(=O)CNc1cccc(Cl)c1
58: O=C(NCCCn1ncccc1=O)c1ccccc1C(F)(F)F
59: O=C(Nc1ccccn1)c1cccnc1Nc1cc(Cl)cc(Cl)c1
60: O=C(CSC12CC3CC(CC(C3)C1)C2)N1CCC(c2ncon2)CC1

compound no. | 51 | 52 | 53 | 54 | 55 | 56 | 57 | 58 | 59 | 60
mcGAS inh | -4.1 | -4.2 | . | 49.8* | . | -6.7 | . | -9.3 | . | -4.8
NPYLR7 agonist | . | 0.4 | -4.9 | 6.1 | 1.7 | 10.9 | -1.9 | -10.8 | -9.9 | .
hcGAS lum | 0.6 | -5.7 | -6.4 | -4.7 | -6.3 | -2.9 | -3.2 | -6.5 | -1.4 | -6.8

Single values from the entries so far.
`CC(C)NC(=O)CNc1cccc(Cl)c1` in NPYLR7 agonist is entered as -1.9
`c1cc(CN2CCC3(CCOCC3)CC2)ccn1` in NPYLR7 agonist is entered as 1.7

More entries.
61: O=C(CCCn1nnnc1CN1CCc2ccccc2C1)NC1CCc2ccccc21 (stereo not given)
62: CN(Cc1nc(-c2cnccn2)no1)Cc1cccc2ccccc12
63: CC(C1CC2CCC1C2)n1c(-c2ccco2)n[nH]c1=S (stereo not given)
64: CCC1C2=C(CC(C)(C)CC2=O)OC(=N)C1C#N (stereo not given)
65: COCC(=O)N(C)C(C)(C(=O)OC)c1ccc(Br)cc1 (stereo not given)
66: O=C(Nc1cccc(C(F)(F)F)c1)Nc1cccc2[nH]c(COCCO)nc12
67: COC(=O)C(C(=O)OC)C(C)(C)C(C(=O)OC)C(=O)OC
68: Cc1c(C(=O)NCC(c2cccc3ccccc23)N2CCCC2)cccc1[N+](=O)[O-] (stereo not given)
69: O=C(NC(Cc1ccccc1)c1ccccc1)c1cc2n(n1)CCN(Cc1cccc(F)c1)C2=O (stereo not given)
70: Cc1n[nH]c(C)c1CCCCCOc1cccc(Cl)c1

compound no. | 61 | 62 | 63 | 64 | 65 | 66 | 67 | 68 | 69 | 70
mcGAS inh | -2.5 | -1.5 | -2.7 | -5.0 | . | -6.2 | . | . | -3.3 | .
NPYLR7 agonist | -4.6 | 6.8&-6.9 | 3.4 | -0.5 | 8.5 | 25.2 | -1.4 | 1.7 | -2.9 | 14.8
hcGAS lum | -11.3 | -9.9&-1.0 | -2.8 | -0.2 | -8.2 | -5.9 | -11.8 | 3.0 | -2.0 | -12.2

71: O=c1oc2ccc(Br)cc2cc1-c1nnc(-c2cccc(F)c2)o1
72: O=C1CN(N=Cc2ccc(-c3ccc([N+](=O)[O-])cc3)o2)C(=O)N1
73: CCCN(C)CC1(O)CCC2(CCN(C(=O)c3cncn3C)CC2)CC1
74: O=C(NCc1cccnc1)c1coc(CN(Cc2ccc3c(c2)OCO3)Cc2ccc(Cl)cc2Cl)n1
75: Cc1ccsc1C=NNC(=O)OC(C)(C)C
76: CC1CCC(C(C)C)C(OC(=O)Cn2c[n+](C)c3ccccc32)C1 (stereo not given)
77: Fc1ccc(CSc2nn3cnnc3s2)cc1
78: Cc1nc(CC(=O)N2CCC3(CC2)CC(=O)N(CC2CCCO2)C3)cs1 (stereo not given)
79: COc1ccccc1-n1c(SCCC(N)=O)nnc1-c1cccs1
80: CC1CN(C(=O)CN2C(=O)c3ccccc3C2=O)CC(C)O1 (stereo not given)
81: CCOC(=O)Cn1c(=NC(=O)C2=COCCO2)sc2cc(C(=O)OCC)ccc21
82: O=C(O)c1cc2occc2n1Cc1ccc(F)cc1F

compound no. | 71 | 72 | 73 | 74 | 75 | 76 | 77 | 78 | 79 | 80 | 81 | 82
mcGAS inh | -3.4 | . | -6.0 | -3.4 | . | . | . | -5.1 | -7.2 | 11.0 | . | .
NPYLR7 agonist | -8.3 | 0.2 | . | 17.2 | -22.5 | 5.6 | 8.5 | . | -0.8 | -0.1 | 5.3 | 14.1
hcGAS lum | 1.4 | -3.4 | -12.7 | -0.8 | -1.5 | -9.1 | -4.7 | -6.6 | -6.5 | -6.4 | -4.3 | -5.3

Another view of some results above:
| entry | compound | mcGAS inh | NPYLR7 agonist | hcGAS lum |
| --- | --- | --- | --- | --- |
| 21 | CCOc1nc(-c2ccc(Cl)c(Cl)c2)n(-c2cccc(NC(=O)c3ccc(OC)cc3)c2)n1 | -5.6 | 7.0 | -13.0 |
| 22 | Cc1ccc(NC(=O)COc2cc(C)c(C)nn2)cc1 | . | -2.4 | 5.0 |
| 23 | N#CC1C(=N)Oc2n[nH]c(-c3ccc4c(c3)OCO4)c2C1c1ccc2c(c1)OCO2 (stereo not given) | . | 9.6 | -13.6 |
| 24 | O=C1CC2(CCCCCC2)C(=O)N1c1ccccc1Cl | . | 9.1 | -6.5 |
| 25 | O=C(CC(C(=O)NC1CCc2[nH]c3ccccc3c2C1)C1CCCCC1)NC1CCc2[nH]c3ccccc3c2C1 (stereo not given) | -3.5 | -7.3 | -5.3 |

Assay outcomes: PubChem, Fisher Drug Discovery Resource Center
